HT1080-NT tox – kills 2HG-producing HT-1080-NT fibrosarcoma cells | HT-1080-NT fibrosarcoma viability, CellTiter-Glo ATP luminescence, 48 h | Potency, µM (top dose mostly 46.1 µM), for the others: at the highest dose activity, negative = less viability, actives largely listed as cytotoxic | 360,000 compounds, 1.6% hits;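 further: NT is the 2HG producing partner of a matched IDH1 knockdown line; potency means the concentration at half of the fitted maximal effect; 0% = DMSO-treated cells and -100% = media-only wells without cells; nearly all actives have a fitted effect of over 55% in size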
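HT-1080-NT fibrosarcoma cells (2HG-overproducing), 750 cells/well in RPMI with 5% FBS, dosed after 2 h and incubated 48 h at 37C. CellTiter-Glo luminescence normalized to DMSO and no-cell wells; concentration-response curves fitted and classed.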
MCF10A rerep – induces DNA re-replication in MCF 10a normal breast cells. MCF 10A DNA re-replication, Hoechst nuclear intensity, 48 h. Potency, µM (top dose mostly 46.1 µM), for inactives: at the highest dose activity, positive = re-replication, actives largely listed as activators. 350,000 compounds, 2.9% hits. AID 624296; further: potency means the concentration at half of the fitted maximal effect; % of control where 0% means no effect; nearly all actives have a fitted effect of over 50% in size
HepG2 viability – HepG2 cytotoxicity, counter-screen for TGF-b inhibitors; Potency, µM (titrated, usually from 46.1 µM), for the others: at the top dose activity change, negative = cytotoxicity, most hits filed as cytotoxic; AID 588856; HepG2 CAGA-GFP viability, ATP luminescence, 18 h; 410,000 compounds, 0.76% hits; further: potency means the concentration at half of the fitted maximal effect; some results filed as inactive show a strong effect at the top dose
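HepG2 CAGA-GFP cells (1000/well, DMEM with 1% FBS) received compound, then TGF-beta at 500 pg/mL final, and were incubated 18 hours at 37 degrees C. Viability was read by CellTiter-Glo luminescence. Media-only wells were set as complete cell-killing and DMSO as no toxicity.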
S2 tox – cell viability loss in ATXN counter-screen; S2 cells (HEK-293 line with an ATXN2-luciferase reporter) viability, CellTiter-Fluor protease fluorescence, 24 h; Potency, µM (series often up to 56.7 µM), most hits filed as cytotoxic; 400,000 compounds, 0.49% hits; AID 651635; further: potency means the concentration at half of the fitted maximal effect; nearly all actives have a fitted effect of over 40% in size
SW480 rereplic – DNA re-replication induction in SW480 cells; 340,000 compounds, 1.8% hits; AID 624297; Potency, µM (titrated, usually from 46.1 µM), inactives show at the highest dose re-replication activation, actives largely listed as activators; SW480 DNA re-replication, Hoechst DNA content imaging, 48 h; further: potency means the concentration at half of the fitted maximal effect; % of control where 0% means no effect; nearly all actives have a fitted effect of over 55% in size
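Image-based DNA-content assay: after two days of treatment, nuclei were labelled with the DNA dye Hoechst and imaged, and hits were compounds raising the count of nuclei showing high fluorescence intensity.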
HT1080 IDH1KD tx – HT-1080 IDH1 knockdown cell toxicity (counter line) | HT-1080 IDH1 knockdown viability, ATP luminescence, 48 h | Potency, µM (doses to about 46.1 µM), for inactives: top-dose activity, negative = toxicity, actives largely listed as cytotoxic | 360,000 compounds, 2% hits | AID 686971;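 further: potency means the concentration at half of the fitted maximal effect; 0% = DMSO wells and -100% = cell-free medium wells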
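Assay cells: HT-1080 with IDH1 knockdown, 750 per well, RPMI/5% FBS. Exposure: 48 h at 37 °C following 2 h pre-incubation. Read: CellTiter-Glo luminescence; fitted concentration-response, curve class assigned.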
IL-1B inflam inh – inhibitors of inflammasome signaling (IL-1 beta secretion); THP-1 LPS/ATP IL-1B secretion, AlphaLISA, 16 h; stronger effect = lower value; activity change, % at 57.5 µM; 360,000 compounds, 4.7% hits; in the data active means activity change below about -50%; inconclusive means mostly about -30% to -49%; further: on the % scale 0 is the no-effect control and ±100 the full control effect
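Secreted IL-1B measured by AlphaLISA bead assay after 16 h compound exposure of THP-1 cells; compounds (final up to 57.5 uM) added 1 h before LPS (250 ng/mL) and ATP (1.25 mM) stimulation; lower signal means less secretion.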
KB-3-1 cytotox – kills parental KB-3-1 adenocarcinoma cells; KB-3-1 viability, CellTiter-Glo ATP luminescence, 72 h; Potency, µM (series often up to 46.1 µM), inactives show at the top dose activity change, negative = cytotoxic, usual class: cytotoxic; 400,000 compounds, 1.4% hits; AID 1347075; further: potency means the concentration at half of the fitted maximal effect; on the % scale 0 is the no-effect control and ±100 the full control effect; nearly all actives have a fitted effect of over 60% in size
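Luminescent ATP read-out (CellTiter-Glo) measures survival of drug-naive KB-3-1 cells after 72 h compound exposure at 37 °C. Titration series was screened from lowest to highest concentration, with DMSO vehicle plates as background controls.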
ATXN2 expr inh – reduces ATXN2 reporter expression in HEK-293 cells; AID 1745845; HEK-293 ATXN2-luciferase reporter, luminescence, 24 h; 360,000 compounds, 0.72% hits; Potency, µM (highest dose often 57 µM), inactives show at the highest dose activity change, negative = inhibition, usual class: inhibitors; further: potency means the concentration at half of the fitted maximal effect; on the % scale 0 is the no-effect control and ±100 the full control effect; nearly all actives have a fitted effect of over 55% in size
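qHTS (up to 57 uM final) was run with 24 h compound exposure of reporter cells at 37 °C. Each well was multiplexed: SteadyGlo luminescence measured ATXN2-luciferase expression after a fluorogenic Gly-Phe-AFC viability readout (25 uM final).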
Numbers without * were called inactive; i = inactive; u = inconclusive; x = not tested or not shown; [ ] = dose if it differs, or a comment. Unless noted, the call rests on the fitted dose curve; in most records, active means well fitted curve in the direction sought with a large enough effect; inconclusive means small, poorly fitted or top-dose-only effect, or another doubt; inactive means no such curve, though single readings can be large; an effect the other way counts as inactive or inconclusive.

SMILES | HT1080-NT tox | MCF10A rerep | HepG2 viability | S2 tox | SW480 rereplic | HT1080 IDH1KD tx | IL-1B inflam inh | KB-3-1 cytotox | ATXN2 expr inh
Cc1ccccc1CN(C)Cc1cc(=O)oc2c(C)c(C)ccc12 | -23% | u | -73% | i | u | u | 7 | u | 30%[activator]
CCN(CC)C(=O)CN1CCC(c2nc3cc(C)c(C)cc3[nH]2)CC1 | -10% | u | 0% | u | -3% | -9% | 10 | 9% | -22%
COc1ccc(NC(=O)C2CCCN2C(=O)NC2CCCCC2)cc1 (stereo not given) | 15% | -1% | -29% | i | -12% | 11% | 25 | 5% | 6%
Cc1cc(C)c2nc(Cl)c(Cl)nc2c1 | 7% | -1% | 1% | i | 2% | 9% | 3 | 6% | 2%
COc1ccc(-n2c(SC)nc(O)cc2=O)cc1 | 10% | 0% | 3% | i | -2% | -7% | 17 | -6% | 13%
COC(=O)c1sccc1S(=O)(=O)N(CC(=O)Nc1ccc(C)c(F)c1)c1ccc(C)c(C)c1 | x | x | -18% | i | x | x | x | -20% | 6%
COCCn1c(CN2CCN(C(=O)c3ccco3)CC2)nc2c1c(=O)n(C)c(=O)n2C | -2% | -3% | -1% | i | 7% | 0% | -2 | 3% | 3%
CCCN(CC1CC1)c1cc2c(c3c1ccn3C)C1CCC2C1 (stereo not given) | u | x | -42% | u | x | u | 31 | 0% | u
CC(C)[C@H](NC(=O)N1CCn2c1nc1ccccc12)C(=O)NCc1ccccc1Cl | -8% | 1% | -15% | i | -4% | -7% | 2 | 0% | x
CCC(CC)C(=O)NCCc1cc2ccc(C)cc2[nH]c1=O | 6% | -3% | 5% | i | 0% | 11% | 10 | -2% | 2%
Cc1ccc(OCCN2C(=O)c3ccccc3C2=O)c([N+](=O)[O-])c1 | u | 9% | 0% | i | u | u | 0 | 0% | 7%
O=C(Nc1nccs1)NC1CCCCC1 | 3% | 1% | -4% | x | -9% | -13% | -13 | 3% | x
O=C(NCCc1ccccc1)C1CCN(c2ncccn2)CC1 | 4% | 13% | -14% | i | 4% | -9% | 5 | -15% | 2%
O=S(=O)(c1ccc(Cl)cc1)N1CCN(c2nc(C(F)(F)F)nc3ccccc23)CC1 | 10% | x | -36% | i | x | 10% | 7 | -6% | x
CC(C)(C)OC(=O)NCc1ccc(NC(=O)c2nc[nH]c2C(=O)Nc2cc(Br)ccc2F)cc1 | 27% | x | 4% | u | x | 14% | u | 0% | 2%
O=c1c(-c2ccc3c(c2)OCCO3)coc2c(CN3CCOCC3)c(O)ccc12 | 7% | 18% | -11% | i | -2% | -1% | -8 | 2% | 32%[activator]
CC(C)=CCc1c(C)nc2ccccc2c1C(=O)O | -1% | 1% | 10% | i | -1% | 6% | 8 | 0% | -3%
CC(=O)C1=C(C)Nc2ncnn2C1c1cccc(O)c1 (stereo not given) | 0% | -1% | -6% | i | -10% | 4% | 0 | 19% | 4%
Cc1cccn2c(=O)c3cc(C(=O)Nc4ccc(Cl)c(Cl)c4)sc3nc12 | x | x | 12% | i | x | x | x | 3% | 17%
Cc1scc(C(=O)N/N=C/c2ccco2)c1C | -2% | -2% | -1% | i | -7% | 9% | -8 | 0% | 8%
Cc1ccc(SCc2noc(C(=O)NC(C)C)c2C(=O)O)cc1C | -5% | -19% | 1% | i | -24% | -10% | 13 | 0% | 59%[activator]
Cc1cccc(Nc2nnc(SCC(=O)c3c(N)n(C4CC4)c(=O)[nH]c3=O)s2)c1C | -2% | 4% | -9% | i | -7% | -5% | 1 | 13% | x
CCOC(=O)c1sc(NC(=O)CSc2nccc(C)n2)nc1C | 11% | -6% | -6% | i | -1% | 2% | -16 | 10% | 29%
COc1ccc(C(=O)N2CCN(C3CCCCC3)CC2)cc1OC | -6% | 12% | 21% | i | -50% | -3% | 13 | 2% | -41%
O=C(COc1ccc2ccccc2c1)NCC1CCCO1 (stereo not given) | 15% | -41%[inhibitor] | 5% | i | -15% | 1% | -1 | -4% | 17%
CCn1c(SCC(=O)Nc2ccccc2)nnc1C1CCCCC1 | 11% | u | -4% | i | -3%[9.22 µM] | 0% | 3 | -15% | -1%
O=C(O)c1cccc(Nc2ccc([N+](=O)[O-])cn2)c1 | -5% | 10% | -10% | u | -17% | -9% | 24 | -1% | 0%
Cc1cccc(-c2onc3ccc(C4(C)OCCO4)cc23)c1 | -9% | 3% | -14% | i | 9% | -7% | -9 | -12% | x
C=CCNC(=O)c1ccc2c3n(nc2c1)-c1ccccc1CO3 | u | 1% | -52% | i | -145%[inhibitor][9.22 µM] | u | 6 | -13% | -7%
CN1CCN(CP(=O)(N2CCOCC2)N2CCOCC2)CC1 | 16% | -2% | -13% | i | -3% | 8% | 9 | 6% | -10%
CC(Oc1ccccc1)C(=O)Nc1nnc(S(=O)(=O)N2CCCCC2)s1 (stereo not given) | -4% | 1% | -2% | i | -1% | -3% | -2 | 0% | 15%
Cc1cc(C)cc(N(CC(=O)NCc2ccccc2)C(=O)CCC(=O)Nc2ccccn2)c1 | -13% | 10% | 5% | i | 0% | 1% | 5 | -12% | -8%
Cc1cc(S(=O)(=O)N2CCCOC2CNC(=O)C(=O)NCc2ccco2)ccc1F (stereo not given) | 16% | 8.2µM* | 7% | i | u | -4% | 7 | 0% | -32%
Cn1ccc2c(N3CCCC3)cc3c(c21)C1CCC3O1 (stereo not given) | -7% | x | -74% | i | x | -3% | -1 | 0% | -32%
Cc1ccc(S(=O)(=O)N2CCN(C(=O)C3CCCO3)CC2)cc1C (stereo not given) | 2% | 13% | -28% | u | -7% | -7% | 2 | -1% | -9%
CCOC(=O)/C=c1\s/c(=C(\C#N)C(=O)OCC)n(-c2ccccc2)c1=O | 18% | 0% | 2% | i | -1%[9.22 µM] | 17% | -22 | 4% | -4%
CC(=O)Nc1ccc(S(=O)(=O)N(C)CC(=O)N/N=C/c2ccncc2)cc1 | 18% | -3% | -12% | i | -29% | 18% | 18 | 11% | 11%
CCCc1[nH]n(-c2ccc([N+](=O)[O-])cc2)c(=O)c1C=NCCc1c[nH]c2ccccc12 | u | 3% | -8% | i | 1% | u | 8 | 1% | -15%
COc1ccc(C)cc1NC(=O)CCNS(=O)(=O)c1ccc2c(c1)CC(C)N2C(C)=O (stereo not given) | -2% | 1% | 2% | i | -11% | 3% | 34 | 9% | 6%
O=C(NC1(C(F)(F)F)Oc2ccccc2O1)N1CCCC1 | -15% | 19% | -28% | i | -7% | -15% | 66 | u | -37%
Oc1c(Br)cc(/C=N/NC(=S)NCc2ccco2)cc1Br | -9% | 12% | -11% | i | 1% | -17% | -5 | -4% | -7%
Cc1oc(-c2ccccc2Cl)nc1CN1CCCN(C(=O)c2ccco2)CC1 | 3% | 15% | -28% | u | 14% | 1% | 0 | -2% | x
CCc1nc2cc3sc(CC)nc3cc2s1 | 6% | -27% | -17% | i | u | 21% | -3 | 6% | 48%[activator]
O=C(c1ccccc1)c1ccc(-n2cnnc2)c([N+](=O)[O-])c1 | 1% | 1% | -5% | i | -4% | -7% | -78* | 3% | -6%
Cc1ccc(S(=O)(=O)N2CCOCC2)cc1C(=O)Nc1ccc(N2CCCCCC2)cc1 | -14% | u | -19% | i | 31% | u | -53* | 3.7µM* | 9%
Cc1ccc(NC(=O)c2cnc(SCC(=O)NCC3CCCO3)n(C)c2=O)cc1C (stereo not given) | 15% | u | -4% | u | u | 10% | -98* | -4% | u
Cc1c(NC(=O)COC(=O)/C=C/c2ccc(Cl)cc2)c(=O)n(-c2ccccc2)n1C | 6% | 6%[9.22 µM] | 0% | i | -7% | 9% | -22 | -5% | -11%
CCCC(=O)Nc1ccc(C(=O)NCCCn2ccnc2)cc1 | 22% | 7% | -3% | i | -5% | 12% | 6 | 14% | 15%

4 entries out of the list, sorted by length of the SMILES, ascending:
SMILES | HT1080-NT tox | MCF10A rerep | HepG2 viability | S2 tox | SW480 rereplic | HT1080 IDH1KD tx | IL-1B inflam inh | KB-3-1 cytotox | ATXN2 expr inh
CCCC(=O)Nc1ccc(C(=O)NCCCn2ccnc2)cc1 | 22% | 7% | -3% | i | -5% | 12% | 6 | 14% | 15%
O=C(c1ccccc1)c1ccc(-n2cnnc2)c([N+](=O)[O-])c1 | 1% | 1% | -5% | i | -4% | -7% | -78* | 3% | -6%
COc1ccc(C)cc1NC(=O)CCNS(=O)(=O)c1ccc2c(c1)CC(C)N2C(C)=O (stereo not given) | -2% | 1% | 2% | i | -11% | 3% | 34 | 9% | 6%
Cc1c(NC(=O)COC(=O)/C=C/c2ccc(Cl)cc2)c(=O)n(-c2ccccc2)n1C | 6% | 6%[9.22 µM] | 0% | i | -7% | 9% | -22 | -5% | -11%

(further entries)
SMILES | HT1080-NT tox | MCF10A rerep | HepG2 viability | S2 tox | SW480 rereplic | HT1080 IDH1KD tx | IL-1B inflam inh | KB-3-1 cytotox | ATXN2 expr inh
O=C(N/N=C/c1ccoc1)c1ccc(Br)cc1 | 0% | -1% | -31% | i | 5% | 0% | u | -6% | 19%
Cc1ccc(C(=S)NCS(=O)(=O)c2ccc(C)cc2)cc1 | u | 0% | -3% | i | u | u | -3 | 7% | 0%
Cc1nc2ccc(C(=O)N3CCN(Cc4ccccc4)CC3)cc2[nH]1 | 14% | -21% | -2% | i | -7% | 2% | -1 | 5% | -5%
COc1ccc(OCCN2CCC(C(=O)NC(c3ccc(Cl)cc3)c3cnccn3)CC2)cc1 (stereo not given) | -14% | x | -20% | i | x | -19% | -54* | 0% | -14%
Cc1nc(SCc2nc3ccc(Cl)cc3[nH]2)c2oc3ccccc3c2n1 | x | u | -15% | u | 25% | x | x | -19% | u
CC1(C(=O)NS(=O)(=O)c2ccc(C#N)cc2)CCN1C(=O)CCC1CCCC1 (stereo not given) | 10% | x | 6% | i | x | 1% | 35 | 0% | 13%
Cc1cc2c(N)cccc2nn1 | 2% | -2% | -19% | i | 1% | 2% | 10 | 13% | -2%

Compound activity deposited in PubChem by National Center for Advancing Translational Sciences (NCATS).
